High-throughput results from PubChem.
PMI inhibition: human PMI inhibitors, high substrate, primary screen, biochemical, fluorescence intensity, high mannose 6-phosphate (AID 1220). recombinant PMI enzyme, coupled fluorescence intensity; higher % means a stronger effect. inhibition, % at 20 µM; hits with a dose series show IC50 in µM. 0.66% of 190,000 active
NOD2 inhibition: NOD2 signaling inhibitors, cell-based, luminescence, uHTS, HEK293 (AID 1566); 0.63% of 290,000 active; one-dose inhibition, % at 4 µM; EC50 in µM for titrated hits; HEK293 NOD2/NF-kB luciferase reporter, luminescence; higher % means a stronger effect; also: many of its hits are not listed in these tables
NOD1 NF-kB reporter: NOD1 signaling inhibitors, primary screen, cell-based, luminescence, uHTS (AID 1578). 1% of 290,000 active. NOD1-driven NF-kB luciferase reporter cells, luminescence; higher % means a stronger effect. inhibition, % at 4 µM, or EC50 in µM where a hit was titrated; in the data active = inhibition mostly above about 36%, no sharp cut-off; inactive = mostly below about 34%;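 also: HEK-293T reporter cells stimulated with the NOD1 agonist gamma-tri-DAP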
LYP inhibition: inhibitors of LYP phosphatase, biochemical, fluorescence intensity, uHTS (AID 1779); 0.054% of 290,000 active; inhibition, % at 11.5 µM; hits with a dose series show IC50 in µM; recombinant LYP phosphatase, fluorescence intensity; higher % means a stronger effect;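 also: plate controls were vehicle with enzyme for no effect and no enzyme for full effect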
human PMI inhibition: MPI enzyme activity inhibition – biochemical, fluorescence intensity, coupled assay, primary screen (AID 1209); one-dose inhibition, % at 20 µM; IC50 in µM for titrated hits; 0.42% of 190,000 active; purified PMI enzyme, coupled fluorescence intensity; higher % means a stronger effect;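 also: plate controls were DMSO vehicle for no effect and wells lacking substrate for full effect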
XIAP displacement: small molecules displacing peptide from XIAP – biochemical, IAP family, fluorescence polarization (AID 1018); 0.007% of 200,000 active; displacement, % at 20 µM, or IC50 in µM where a hit was titrated; XIAP BIR domain, fluorescence polarization peptide displacement; higher % means a stronger effect; in the data active = displacement above about 50%; also: a part of the inactive calls stands beside numbers as strong as those of hits
KOR beta-arrestin-1: KOR antagonists, beta-arrestin recruitment, cell-based, luminescence, uHTS (AID 1778) | inhibition, % at 10 µM; hits with a dose series show IC50 in µM | KOR beta-arrestin recruitment, luminescence, antagonist mode; higher % means a stronger effect | 0.091% of 290,000 active; also: strong numbers were not always called active
TNAP activation fold: human TNAP enzyme activators, primary screen, biochemical, luminescent, no phosphate acceptor, uHTS (AID 1001) | purified TNAP, luminescent activation assay, no phosphate acceptor; higher activation fold means a stronger effect | 0.03% of 200,000 active | activation fold at 20 µM; hits with a dose series show EC50 in µM; in the data active = activation fold from about 3, or a potency from the dose series; inactive = the rest, 99 in 100 with activation fold below about 1.6; also: many of its hits are not listed in these tables
KOR beta-arrestin-2: KOR agonists, beta-arrestin recruitment, primary screen, cell-based, luminescence, uHTS (AID 1777); KOR beta-arrestin recruitment, luminescence; higher % means a stronger effect; one-dose activation, % at 10 µM; EC50 in µM for titrated hits; 0.02% of 280,000 active; in the data active = activation above about 50%, passing the limit was not always enough; also: a part of the inactive calls stands beside numbers as strong as those of hits
* = called active by the depositor; [ ] = another dose, or the depositor's remark. Rule as the data show it, unless noted: active = inhibition above about 50%; inactive = the rest. Only part of the results is shown; count on the stated rates, not on these rows.

CC(=O)Nc1ccc(S(=O)(=O)NC(CSc2ccc(C(=O)O)cc2[N+](=O)[O-])C(=O)O)cc1 (configuration not stated) was read as NOD2 inhibition -3.7%, NOD1 NF-kB reporter -14.1%, LYP inhibition -3.7%, KOR beta-arrestin-1 40.3% and KOR beta-arrestin-2 -4.0%.
`CCn1c(C)c(/C=N/Nc2nc3ccccc3s2)c2ccccc21` gave PMI inhibition 4.4%, NOD2 inhibition -13.8%, NOD1 NF-kB reporter 6.7%, LYP inhibition -2.2%, human PMI inhibition 8.1%, XIAP displacement -4.8%, KOR beta-arrestin-1 11.1%, TNAP activation fold 1.1 and KOR beta-arrestin-2 -0.9%.
`Cc1ccc(S(=O)(=O)N2CCCCC2)cc1C(=O)Nc1ccc(N2CCOCC2)cc1` gave PMI inhibition -1.5%, NOD2 inhibition 16.8%, NOD1 NF-kB reporter 13.4%, LYP inhibition -5.5%, human PMI inhibition -0.8%, XIAP displacement -3.4%, KOR beta-arrestin-1 -8.2%, TNAP activation fold 1.1 and KOR beta-arrestin-2 1.5%.
COc1ccc(OC)c(CN(CCCN2CCOCC2)C(=O)Nc2ccccc2)c1 was read as PMI inhibition 0.4%, NOD2 inhibition 6.7%, NOD1 NF-kB reporter -9.1%, LYP inhibition -4.0%, human PMI inhibition -5.8%, XIAP displacement -10.5%, KOR beta-arrestin-1 24.3%, TNAP activation fold 1.1 and KOR beta-arrestin-2 -3.6%.
`c1cncc(-c2noc(-c3ccco3)n2)c1` gave PMI inhibition -3.3%, NOD2 inhibition -14.9%, NOD1 NF-kB reporter -20.0%, LYP inhibition -7.4%, human PMI inhibition -3.9%, XIAP displacement -7.7%, KOR beta-arrestin-1 -9.1%, TNAP activation fold 1 and KOR beta-arrestin-2 -8.6%.
Screening CCCCOC(=O)C1=C(C)Nc2nnnn2C1c1ccccc1Cl (configuration not stated) returned PMI inhibition 8.0%, NOD2 inhibition 20.3%, NOD1 NF-kB reporter 29.0%, LYP inhibition 1.6%, human PMI inhibition 14.2%, XIAP displacement -1.7%, KOR beta-arrestin-1 -13.4%, TNAP activation fold 1 and KOR beta-arrestin-2 0.1%.
`Fc1ccc(F)c(C2=NNC(=NCC3CCCO3)SC2)c1` (configuration not stated) gave PMI inhibition 14.0%, NOD2 inhibition -27.7%, NOD1 NF-kB reporter 12.2%, LYP inhibition -2.3%, human PMI inhibition 33.0%, XIAP displacement 7.4%, KOR beta-arrestin-1 -16.5%, TNAP activation fold 1 and KOR beta-arrestin-2 8.8%.
For COC(=O)Oc1ccc(/C=N/NC(=O)CSCc2ccc(Cl)cc2)cc1OC the results were PMI inhibition 11.2%, NOD2 inhibition 19.1%, NOD1 NF-kB reporter 4.9%, LYP inhibition 1.8%, human PMI inhibition 22.8%, XIAP displacement -22.0%, KOR beta-arrestin-1 -1.8%, TNAP activation fold 1.1 and KOR beta-arrestin-2 8.5%.
Screening CCCCC(CC)C(=O)Nc1ncc([N+](=O)[O-])s1 (configuration not stated) returned PMI inhibition 8.4%, NOD2 inhibition 16.3%, NOD1 NF-kB reporter 9.3%, LYP inhibition 8.5%, human PMI inhibition 0.7%, XIAP displacement -8.2%, KOR beta-arrestin-1 -47.7%[20 µM] and TNAP activation fold 0.9.
Screening CC(C)(C)NC(=O)CN(C(=O)CS(=O)CC(=O)Nc1ccc(F)cc1)c1ccccc1F (configuration not stated) returned PMI inhibition 5.7%, NOD2 inhibition -5.8%, NOD1 NF-kB reporter -28.5%, LYP inhibition -6.9%, human PMI inhibition 11.9%, XIAP displacement -4.2%, KOR beta-arrestin-1 -5.3%, TNAP activation fold 1.1 and KOR beta-arrestin-2 -3.3%.

Copied from the listing for reference:
Screening CCCCC(CC)C(=O)Nc1ncc([N+](=O)[O-])s1 (configuration not stated) returned PMI inhibition 8.4%, NOD2 inhibition 16.3%, NOD1 NF-kB reporter 9.3%, LYP inhibition 8.5%, human PMI inhibition 0.7%, XIAP displacement -8.2%, KOR beta-arrestin-1 -47.7%[20 µM] and TNAP activation fold 0.9.
Screening CC(C)(C)NC(=O)CN(C(=O)CS(=O)CC(=O)Nc1ccc(F)cc1)c1ccccc1F (configuration not stated) returned PMI inhibition 5.7%, NOD2 inhibition -5.8%, NOD1 NF-kB reporter -28.5%, LYP inhibition -6.9%, human PMI inhibition 11.9%, XIAP displacement -4.2%, KOR beta-arrestin-1 -5.3%, TNAP activation fold 1.1 and KOR beta-arrestin-2 -3.3%.

The listing continues.
Screening Cn1nc(-c2ccccc2)cc1NC(=O)Nc1ccc(C(C)(C)C)cc1 returned NOD2 inhibition 1.4%, NOD1 NF-kB reporter -8.7%, LYP inhibition 4.9%, KOR beta-arrestin-1 16.9% and KOR beta-arrestin-2 -1.4%.
`Nc1ccc(S(=O)(=O)N2CCc3ccccc32)cc1` gave NOD2 inhibition -13.7%, NOD1 NF-kB reporter -8.7%, LYP inhibition -2.1%, KOR beta-arrestin-1 -33.9%[20 µM] and KOR beta-arrestin-2 -1.1%.
CCN(CC)c1ccc(C(=O)Nc2cccc(F)c2)cc1 was read as PMI inhibition 7.0%, NOD2 inhibition -203.5%, NOD1 NF-kB reporter -32.4%, LYP inhibition -1.1%, human PMI inhibition 11.2%, XIAP displacement -2.1%, KOR beta-arrestin-1 24.0%, TNAP activation fold 1.1 and KOR beta-arrestin-2 -2.4%.
Screening Clc1ccc(-c2csc(-c3ccno3)n2)cc1 returned NOD2 inhibition -2.6%, NOD1 NF-kB reporter -9.8%, LYP inhibition -5.0%, KOR beta-arrestin-1 17.8% and KOR beta-arrestin-2 5.8%.
CC1CCCC(C)N1CCCNC(=O)CN1C(=O)c2cccnc2Oc2ccc(Cl)cc21 (configuration not stated) was read as NOD2 inhibition 17.8%, NOD1 NF-kB reporter -11.2%, LYP inhibition -12.3%, KOR beta-arrestin-1 -5.3%[20 µM] and KOR beta-arrestin-2 -4.3%.
`Cc1ccc(NC(=O)CSC2=C(C#N)C(c3ccc4c(c3)OCO4)CC(=O)N2)cc1C` (configuration not stated) gave PMI inhibition 8.9%, NOD2 inhibition 12.9%, NOD1 NF-kB reporter 25.3%, LYP inhibition 6.9%, human PMI inhibition 2.6%, XIAP displacement -2.8%, KOR beta-arrestin-1 11.6%, TNAP activation fold 1 and KOR beta-arrestin-2 -1.6%.
`Cc1noc(NS(=O)(=O)c2ccc(NC(=O)c3nn(-c4ccccc4)ccc3=O)cc2)c1C` gave NOD2 inhibition -8.0%, NOD1 NF-kB reporter -31.2%, LYP inhibition 53.3%*, KOR beta-arrestin-1 8.0% and KOR beta-arrestin-2 8.2%.
Screening O=C(Cc1ccc(Cl)c(Cl)c1)N1CCOCC1 returned NOD2 inhibition 2.4%, NOD1 NF-kB reporter 7.9%, LYP inhibition -8.8%, KOR beta-arrestin-1 -6.3% and KOR beta-arrestin-2 3.4%.
For CCC[N+](CC#Cc1ccccc1)(CCC)CC(=O)OCC the results were PMI inhibition -0.3%, NOD2 inhibition 14.2%, NOD1 NF-kB reporter -9.5%, LYP inhibition -3.2%, human PMI inhibition 3.5%, XIAP displacement -0.1%, KOR beta-arrestin-1 2.1%, TNAP activation fold 1.1 and KOR beta-arrestin-2 6.5%.
COc1ccc(C(=O)NCc2nnc(SCC(=O)Nc3nc4ccccc4s3)o2)cc1OC was read as PMI inhibition -6.9%, NOD2 inhibition 2.5%, NOD1 NF-kB reporter -45.8%, LYP inhibition -7.1%, human PMI inhibition -7.5%, XIAP displacement -5.1%, KOR beta-arrestin-1 9.3%, TNAP activation fold 1 and KOR beta-arrestin-2 -2.0%.
For Cn1c(-c2sccc2OCc2ccc(Cl)cc2Cl)n[nH]c1=S the results were PMI inhibition 10.5%, NOD2 inhibition 16.6%, NOD1 NF-kB reporter -13.6%, LYP inhibition 0.2%, human PMI inhibition 13.6%, XIAP displacement 0.4%, KOR beta-arrestin-1 14.9%, TNAP activation fold 1.8 and KOR beta-arrestin-2 -8.3%.
Screening CCN(c1ccccc1C)S(=O)(=O)c1nnc(NC(=O)c2ccco2)s1 returned NOD2 inhibition 13.7%, NOD1 NF-kB reporter -14.0%, LYP inhibition -2.7%, KOR beta-arrestin-1 18.1% and KOR beta-arrestin-2 -3.7%.
Screening O=C(NCCc1ccccc1)c1cccc(N2C(=O)C3CC=CCC3C2=O)c1 (configuration not stated) returned PMI inhibition -18.1%, NOD2 inhibition 6.3%, NOD1 NF-kB reporter -15.1%, LYP inhibition -6.3%, human PMI inhibition -26.3%, XIAP displacement -2.4%, KOR beta-arrestin-1 -9.7%, TNAP activation fold 1.1 and KOR beta-arrestin-2 -6.3%.
For COc1ccc(C(CNC(=O)c2ccc(NS(=O)(=O)c3cccc([N+](=O)[O-])c3)cc2)N2CCOCC2)cc1 (configuration not stated) the results were NOD2 inhibition 22.7%, NOD1 NF-kB reporter -17.8%, LYP inhibition -5.0%, KOR beta-arrestin-1 -11.2% and KOR beta-arrestin-2 6.4%.
`CCn1c(SCC(=O)Nc2ccc3c(c2)OCCO3)nc2c(c1=O)SC(C)C2` (configuration not stated) gave PMI inhibition 8.4%, NOD2 inhibition 10.0%, NOD1 NF-kB reporter 5.4%, LYP inhibition 0.2%, human PMI inhibition 13.6%, XIAP displacement -7.0%, KOR beta-arrestin-1 8.4%, TNAP activation fold 1.1 and KOR beta-arrestin-2 4.4%.
COc1ccc(NC(=O)CC2C(=O)N(c3ccc(F)cc3)C(=S)N2NC(=O)c2ccc(Cl)cc2)cc1 (configuration not stated) was read as PMI inhibition -0.5%, NOD2 inhibition 16.4%, NOD1 NF-kB reporter -20.1%, LYP inhibition 4.8%, human PMI inhibition -1.7%, XIAP displacement -17.5%, KOR beta-arrestin-1 -17.3%, TNAP activation fold 1.1 and KOR beta-arrestin-2 0.5%.
`COc1cccc(N2C(=O)C(CC(=O)Nc3ccccc3)N(C3CCCCC3)C2=O)c1` (configuration not stated) gave PMI inhibition 9.4%, NOD2 inhibition 20.3%, LYP inhibition -6.8%, human PMI inhibition 2.3%, XIAP displacement -3.5%, KOR beta-arrestin-1 4.4%, TNAP activation fold 1.1 and KOR beta-arrestin-2 -0.6%.
`O=C(O)COc1ccccc1-c1ccccc1` gave NOD2 inhibition -6.4%, NOD1 NF-kB reporter -10.2%, LYP inhibition -6.4%, KOR beta-arrestin-1 20.8% and KOR beta-arrestin-2 2.5%.
For O=C(CCCn1c(=S)[nH]c2ccccc2c1=O)NC1CCCC1 the results were PMI inhibition -1.2%, NOD2 inhibition 2.8%, NOD1 NF-kB reporter -22.4%, LYP inhibition -4.5%, human PMI inhibition -1.1%, XIAP displacement -1.5%, KOR beta-arrestin-1 -15.5%, TNAP activation fold 1.1 and KOR beta-arrestin-2 6.6%.
Screening O=C(NNc1c(Cl)cccc1Cl)c1cccs1 returned NOD2 inhibition -10.1%, NOD1 NF-kB reporter -1.8%, LYP inhibition -4.8% and KOR beta-arrestin-2 1.5%.
For CC(C)c1ccc(-c2cc(C(=O)N3N=C(C(F)F)CC3(O)C(F)F)c3ccccc3n2)cc1 (configuration not stated) the results were PMI inhibition 20.0%, NOD2 inhibition -47.9%, NOD1 NF-kB reporter -57.8%, LYP inhibition 9.2%, human PMI inhibition 25.5%, XIAP displacement -18.2%, KOR beta-arrestin-1 -10.9%, TNAP activation fold 1.1 and KOR beta-arrestin-2 -1.7%.
`COCCn1c(SCC(=O)NCc2ccc3c(c2)OCO3)nnc1C(C)C` gave NOD2 inhibition -8.9%, NOD1 NF-kB reporter -16.9%, LYP inhibition 1.5%, KOR beta-arrestin-1 -58.5% and KOR beta-arrestin-2 2.7%.
